# Screening results as filed in PubChem BioAssay.
# CSM14.1 death rescue = rescue of cells from ER stress-induced death, primary screen, 384-well, CSM14.1, thapsigargin, ATP luminescence (AID 1222). CSM14.1 thapsigargin-induced death rescue, ATP luminescence; higher % means a stronger effect. 190,000 tested, under 10 active. cellular ATP content (survival), % at 20 µM; hits with a dose series show EC50 in µM;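 active means EC50 below 50 µM in the dose-response confirmation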;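 further: death triggered by thapsigargin at about 15 µM added after 2 h compound pretreatment; cell ATP read after overnight thapsigargin exposure of roughly 18 to 22 hours; normalized against plate controls of thapsigargin alone and 5% DMSO vehicle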
# M17LAP inhibition = P. falciparum M17LAP inhibitors, primary screen, biochemical, fluorogenic H-Leu-NHMec substrate, 1536-well (AID 1619) | actives 0.38% (n = 220,000) | recombinant M17LAP, H-Leu-NHMec fluorogenic kinetic assay; higher % means a stronger effect | inhibition, % at 30 µM, or IC50 in µM where a hit was titrated;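 active means compound inhibiting the enzyme by more than half at any dose during confirmatory dose-response retesting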;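 further: plate controls were full reaction with DMSO carrier for no effect and no enzyme background for full effect; strong numbers were not always called active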
# AID2073 = disruptors of CaV2.2 binding to Mint1 – biochemical, HTRF (AID 2073). HTRF protein-protein interaction, Mint1-CaV2.2; higher % means a stronger effect. actives 0.19% (n = 290,000). inhibition, % at 20 µM; hits with a dose series show IC50 in µM; in the data active means inhibition mostly above about 51%, no sharp cut-off; further: some results filed as inactive read as strong as hits
# M1AAP inhibition = P. falciparum M1AAP inhibitors, biochemical, fluorogenic H-Leu-NHMec substrate, 1536-well (AID 1445). recombinant M1AAP, H-Leu-NHMec fluorogenic kinetic assay; higher % means a stronger effect. inhibition, % at 30 µM, or IC50 in µM where a hit was titrated. actives 0.42% (n = 220,000);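 active means primary inhibition above the hit cutoff, then over 50% inhibition at one or more dose response concentrations, cut at about 23% in these data, passing the limit was not always enough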;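 further: plate controls were DMSO full reaction for no effect and no enzyme background for full effect; strong numbers were not always called active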
# XIAP displacement = XIAP antagonists, biochemical, IAP family, fluorescence polarization (AID 1018) | XIAP BIR domain, fluorescence polarization peptide displacement; higher % means a stronger effect | displacement, % at 20 µM; hits with a dose series show IC50 in µM | actives 0.007% (n = 200,000); in the data active means displacement above about 50%; further: a part of the inactive calls stands beside numbers as strong as those of hits
# Lipid droplet = modulators of hepatic lipid droplet formation; AML12 mouse hepatocytes, oleate lipid droplets, BODIPY imaging; inhibition, % at 6.5 µM; actives 0.4% (n = 240,000);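 active means lipid droplet intensity inhibited by at least 50%, with more than 500 cells counted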
#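 Assay system: AML12 mouse liver cells | Compound dosing: One dose, 6.5 µM compound | Read-out basis: Droplet intensity reduction, % inhibition | Measured by: Fluorescence imaging, 20x objective, two fields per well | Schedule: Overnight treatment with compound plus oleate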
# NOD2 inhibition = NOD2 signaling inhibitors, cell-based, luminescence, uHTS, HEK293 (AID 1566); HEK293 NOD2/NF-kB luciferase reporter, luminescence; higher % means a stronger effect; inhibition, % at 4 µM, or EC50 in µM where a hit was titrated; actives 0.63% (n = 290,000); further: many of its hits are not listed in these tables
# Siah-1 displacement = Siah-1 peptide-binding antagonists, primary screen, biochemical, fluorescence polarization, rhodamine-plectin, uHTS (AID 1817) | one-dose displacement, % at 20 µM; IC50 in µM for titrated hits | Siah-1 / rhodamine-plectin peptide fluorescence polarization; higher % means a stronger effect | actives 0.02% (n = 290,000);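 active means displacement of at least 50% at 20 µM, with a fluorescence ratio check between 0.3 and a set limit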;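 further: plate controls were Siah plus tracer with DMSO for no effect and tracer alone without Siah for full effect; strong numbers were not always called active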
# LYP phosphatase = inhibitors of LYP phosphatase, biochemical, fluorescence intensity, uHTS (AID 1779); inhibition, % at 11.5 µM, or IC50 in µM where a hit was titrated; recombinant LYP phosphatase, fluorescence intensity; higher % means a stronger effect; actives 0.054% (n = 290,000);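 further: plate controls were vehicle with enzyme for no effect and no enzyme for full effect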
# Lipid droplet cells 6.5 µM = second read-out of Lipid droplet, no call of its own (marks repeat the call); cell count; measured here: cell count, cytotoxicity flag;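 cells counted across two imaged fields per well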
# An asterisk follows results filed as active; · = no result given. Unless noted, no stated cut-off is given here; in the data, active means inhibition above about 50%; inactive means the rest.
# The first 12 entries, ahead of the listing:
entry	SMILES	CSM14.1 death rescue	LYP phosphatase	NOD2 inhibition	Lipid droplet	Lipid droplet cells 6.5 µM
1	Cn1c(CNC(=O)CNC(=O)c2cccc(F)c2)cc(=O)n(C)c1=O	·	-8%	13%	9	704
2	CC(C)c1ccc(NC2CCCN(C(=O)c3ccc(N4CCOCC4)cc3)C2)cc1 (stereo not drawn)	·	-1%	21%	-5	703
3	O=C(O)CN(c1ccccc1[N+](=O)[O-])S(=O)(=O)c1ccccc1	0.0%	-2%	-2%	15	699
4	Oc1ccc(/C=N/N2CCCCC2)cc1O	·	-7%	0%	-15	825
5	COCC(=O)Nc1ccc(Br)cc1C	0.1%	-4%	-6%	3	619
6	CCN(Cc1ccncc1)C(=O)c1cc(COc2c(C)cccc2C)on1	·	-2%	-3%	-7	779
7	CC(C)(C)C1(C)OC(C(N)=O)C(C(N)=O)O1 (stereo not drawn)	1.1%	-12%	-2%	·	·
8	S=c1nc(-c2ccccc2)n(Cc2ccco2)c2c1CCCC2	-1.1%	3%	3%	·	·
9	Nc1ccc2nc(CN3CCOCC3)[nH]c2c1	-1.3%	-9%	-1%	19	803
10	COC(=O)COc1ccc(S(=O)(=O)Nc2ccc(C(N)=O)cc2)cc1Cl	-3.5%	-1%	-2%	-2	752
11	Cc1ccc(S(=O)(=O)NC(=O)c2cc(C)n(-c3cc(S(=O)(=O)N4CCOCC4)ccc3N3CCCC3)c2C)cc1	1.8%	2%	19%	1	752
12	Cc1ccc(NC(=O)C2Cc3ccccc3O/C2=N\O)cc1C (stereo not drawn)	·	-1%	-20%	-2	844

entry	M1AAP inhibition	XIAP displacement	AID2073	M17LAP inhibition	Siah-1 displacement
1	·	·	1%	·	12%
2	·	·	-1%	·	2%
3	0%	-0.3%	2%	3%	6%
4	·	·	-19%	·	-1%
5	1%	-5.3%	2%	4%	2%
6	·	·	8%	·	0%
7	-7%	-3.2%	-5%	8%	2%
8	5%	-7.3%	19%	11%	-1%
9	-6%	-11%	1%	2%	2%
10	4%	-0.9%	-1%	13%	2%
11	8%	-2.9%	17%	9%	-4%
12	·	·	-3%	·	-3%

# The listing, from the first entry:
entry	SMILES	CSM14.1 death rescue	LYP phosphatase	NOD2 inhibition	Lipid droplet	Lipid droplet cells 6.5 µM
1	Cn1c(CNC(=O)CNC(=O)c2cccc(F)c2)cc(=O)n(C)c1=O	·	-8%	13%	9	704
2	CC(C)c1ccc(NC2CCCN(C(=O)c3ccc(N4CCOCC4)cc3)C2)cc1 (stereo not drawn)	·	-1%	21%	-5	703
3	O=C(O)CN(c1ccccc1[N+](=O)[O-])S(=O)(=O)c1ccccc1	0.0%	-2%	-2%	15	699
4	Oc1ccc(/C=N/N2CCCCC2)cc1O	·	-7%	0%	-15	825
5	COCC(=O)Nc1ccc(Br)cc1C	0.1%	-4%	-6%	3	619
6	CCN(Cc1ccncc1)C(=O)c1cc(COc2c(C)cccc2C)on1	·	-2%	-3%	-7	779
7	CC(C)(C)C1(C)OC(C(N)=O)C(C(N)=O)O1 (stereo not drawn)	1.1%	-12%	-2%	·	·
8	S=c1nc(-c2ccccc2)n(Cc2ccco2)c2c1CCCC2	-1.1%	3%	3%	·	·
9	Nc1ccc2nc(CN3CCOCC3)[nH]c2c1	-1.3%	-9%	-1%	19	803
10	COC(=O)COc1ccc(S(=O)(=O)Nc2ccc(C(N)=O)cc2)cc1Cl	-3.5%	-1%	-2%	-2	752
11	Cc1ccc(S(=O)(=O)NC(=O)c2cc(C)n(-c3cc(S(=O)(=O)N4CCOCC4)ccc3N3CCCC3)c2C)cc1	1.8%	2%	19%	1	752
12	Cc1ccc(NC(=O)C2Cc3ccccc3O/C2=N\O)cc1C (stereo not drawn)	·	-1%	-20%	-2	844

entry	M1AAP inhibition	XIAP displacement	AID2073	M17LAP inhibition	Siah-1 displacement
1	·	·	1%	·	12%
2	·	·	-1%	·	2%
3	0%	-0.3%	2%	3%	6%
4	·	·	-19%	·	-1%
5	1%	-5.3%	2%	4%	2%
6	·	·	8%	·	0%
7	-7%	-3.2%	-5%	8%	2%
8	5%	-7.3%	19%	11%	-1%
9	-6%	-11%	1%	2%	2%
10	4%	-0.9%	-1%	13%	2%
11	8%	-2.9%	17%	9%	-4%
12	·	·	-3%	·	-3%

# Next part.
entry	SMILES	CSM14.1 death rescue	LYP phosphatase	NOD2 inhibition	Lipid droplet	Lipid droplet cells 6.5 µM
13	CCOc1ccc(N(C(C)C(=O)N2CCCC2)S(C)(=O)=O)cc1 (stereo not drawn)	·	-4%	7%	-3	776
14	Cc1ccn2cc(-c3cnoc3C)nc2c1	0.8%	-5%	-14%	6	779
15	Cc1cccc(OCCCCCn2ccnc2)c1	2.0%	-6%	6%	·	·
16	O=C(Nc1ccc(OC(F)(F)F)cc1)c1cnccn1	·	-10%	-53%	-1	852
17	COc1ccc(C2C(C(C)=O)=C(O)C(=O)N2CCc2c[nH]c3ccccc23)cc1OC (stereo not drawn)	-5.1%	-3%	-6%	-2	668
18	O=S(=O)(c1ccc(Br)s1)N1CCC(Cc2ccccc2)CC1	-1.0%	-7%	1%	11	800
19	O=C(CCC1CCCN(C(=O)c2ccc3c(c2)OCCO3)C1)NCc1ccccc1F (stereo not drawn)	-2.1%	-6%	-74%	2	722
20	COCCNC(=O)C(c1ccncc1)N(C(=O)Cn1nnc2ccccc21)c1ccc(OC)cc1 (stereo not drawn)	·	-2%	9%	22	663
21	Cc1ccc(S(=O)(=O)N2CCN(C(=O)NCc3ccc(F)cc3)CC2)c(C)c1	·	-2%	8%	3	794
22	CC12CCC(C(=O)NCc3ccc(F)cc3)(OC1=O)C2(C)C (stereo not drawn)	-2.3%	-7%	33%	16	709
23	Fc1ccc(N2CCN(Cc3cnc(Cl)s3)CC2)cc1	-1.0%	-10%	-6%	-5	700
24	Cc1occc1C(=O)NC(C)C(C)(C)C (stereo not drawn)	-1.8%	3%	10%	0	792

entry	M1AAP inhibition	XIAP displacement	AID2073	M17LAP inhibition	Siah-1 displacement
13	·	·	10%	·	14%
14	8%	-4.9%	14%	2%	0%
15	-4%	-3.4%	10%	24%	6%
16	·	·	4%	·	-2%
17	9%	-2.8%	-1%	27%	2%
18	10%	-3.9%	13%	3%	-2%
19	1%	-1.5%	5%	-8%	-3%
20	31%	1.0%	-8%	13%	7%
21	·	·	3%	·	2%
22	1%	-2.8%	-2%	0%	0%
23	0%	-4.6%	-4%	0%	2%
24	6%	-11%	-2%	8%	-1%

# Further records follow:
entry	SMILES	CSM14.1 death rescue	LYP phosphatase	NOD2 inhibition	Lipid droplet	Lipid droplet cells 6.5 µM
25	O=S(=O)(NCc1ccccc1)c1ccc(Cl)c(S(=O)(=O)NCc2ccccc2)c1	0.4%	-6%	2%	16	742
26	CCOC(=O)C1CCCN(C(=O)CCc2nnc(-c3ccc(C(C)=O)s3)o2)C1 (stereo not drawn)	·	-6%	-64%	-2	724
27	COc1cc(OC)cc(C(=O)Nn2cc(C(=O)Nc3ccccc3F)c3ccccc3c2=O)c1	-1.2%	2%	14%	·	·
28	CCC(C)(C)n1nnnc1C(c1cc2cc(C)cc(C)c2[nH]c1=O)N1CCN(Cc2ccc3c(c2)OCO3)CC1 (stereo not drawn)	0.2%	-1%	-11%	16	815
29	COc1cc(/C=N/NC(=O)CC2(C)OCCO2)cc(Br)c1O	-0.3%	6%	0%	32	727
30	NC1=NC(=O)CC(C(=O)Nc2cccc3ccccc23)S1 (stereo not drawn)	1.5%	-3%	6%	2	589
31	COc1ccc(-n2c(-c3ccc(Cl)cc3)c[nH]c2=S)cc1	·	4%	-14%	0	884
32	Cc1ccc(C(=O)OCC(=O)NC2CCCCC2)o1	·	-6%	-1%	0	766
33	Cc1ccccc1C(=O)c1c[nH]c(C(=O)NCc2ccco2)c1	-1.5%	-7%	13%	·	·
34	CCOc1ccccc1Nc1nc(-c2sc(NC(=O)c3cccc(Cl)c3)nc2C)cs1	2.5%	0%	-50%	·	·
35	COCc1[nH]nc2c1C(c1ccsc1)C(C#N)=C(N)O2 (stereo not drawn)	-1.3%	-9%	16%	·	·
36	Cc1cccc(Nc2nc(-c3ccc4c(c3)OCCO4)cs2)c1	-2.2%	0%	-161%	-2	715

entry	M1AAP inhibition	XIAP displacement	AID2073	M17LAP inhibition	Siah-1 displacement
25	7%	-6.2%	0%	9%	1%
26	·	·	20%	·	-8%
27	-2%	-5.0%	10%	-13%	2%
28	8%	-6.6%	-22%	11%	4%
29	18%	-6.8%	-8%	-21%	6%
30	6%	0.1%	6%	13%	6%
31	·	·	9%	·	-1%
32	·	·	36%	·	7%
33	4%	-3.1%	7%	3%	4%
34	18%	-19%	-16%	-4%	0%
35	1%	-0.8%	7%	18%	4%
36	0%	-1.5%	-9%	-11%	3%

# Later entries:
entry	SMILES	CSM14.1 death rescue	LYP phosphatase	NOD2 inhibition	Lipid droplet	Lipid droplet cells 6.5 µM
37	CCCCC(=O)NC(=S)Nc1cc(C(=O)O)ccc1Cl	0.0%	-4%	-6%	9	625
38	CCc1ccc(C2C(C#N)=C(N)N(N(C)C)C3=C2C(=O)CCC3)s1 (stereo not drawn)	-0.3%	7%	-8%	4	666
39	COc1ccc(C(=O)CCC(=O)N2CCN(c3ccccc3)CC2)cc1	·	-1%	6%	-5	806
40	CCOC(=O)CC1(NC(=O)c2cc(COc3c(F)cccc3F)on2)CCCCC1	·	-8%	7%	-10	672
41	COc1cccc(-c2nc3ccc([N+](=O)[O-])cc3o2)c1	-1.5%	-10%	-127%	40	643
42	Cc1c(SCCO)c(=O)[nH]c2cc3c(cc12)OCO3	3.6%	-10%	18%	-3	736
43	O=C(CCCC(=O)c1ccc(F)cc1)c1ccc(F)cc1	·	-7%	-18%	·	·
44	COc1cc2c(cc1OC)C(c1ccccc1Cl)N(C)CC2 (stereo not drawn)	·	-6%	-3%	-1	812
45	O=C(N/N=C/c1ccc2c(c1)OCO2)C(=O)Nc1ccccc1	·	-11%	-19%	21	725
46	COc1ccc(CN2CCNC(=O)C2CC(=O)N(C)Cc2ccon2)cc1OC (stereo not drawn)	3.9%	-9%	7%	7	683

entry	M1AAP inhibition	XIAP displacement	AID2073	M17LAP inhibition	Siah-1 displacement
37	13%	-2.9%	5%	3%	-6%
38	9%	0.2%	12%	14%	3%
39	·	·	12%	·	4%
40	·	·	7%	·	5%
41	0%	-6.3%	14%	-1%	0%
42	8%	-3.3%	4%	-8%	-5%
43	·	·	4%	·	-1%
44	·	·	0%	·	3%
45	-1%	·	22%	6%	12%
46	1%	-4.2%	1%	1%	5%

# Only part of the results is shown; count on the stated rates, not on these rows.
